# KOR beta-arrestin-1: KOR antagonists, beta-arrestin recruitment, cell-based, luminescence, uHTS (AID 1778) | inhibition, % at 10 µM; hits with a dose series show IC50 in µM | 290,000 compounds, 0.091% hits | KOR beta-arrestin recruitment, luminescence, antagonist mode; higher % means a stronger effect; further: strong numbers were not always called active
# HEK293 NOD2/NF-kB: NOD2 signaling inhibitors, cell-based, luminescence, uHTS, HEK293 (AID 1566) | HEK293 NOD2/NF-kB luciferase reporter, luminescence; higher % means a stronger effect | inhibition, % at 4 µM, or EC50 in µM where a hit was titrated | 290,000 compounds, 0.63% hits; further: many of its hits are not listed in these tables
# NOD1 NF-kB reporter: inhibition of NOD1-driven NF-kB reporter – cell-based, luminescence, uHTS, primary screen (AID 1578); NOD1-driven NF-kB luciferase reporter cells, luminescence; higher % means a stronger effect; inhibition, % at 4 µM, or EC50 in µM where a hit was titrated; 290,000 compounds, 1% hits; in the data active means inhibition mostly above about 36%, no sharp cut-off; inactive means mostly below about 34%;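 further: HEK-293T reporter cells stimulated with the NOD1 agonist gamma-tri-DAP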
# GPR55 activation: selective activators of receptor GPR55 – imaging, U2OS cells, beta-arrestin-GFP redistribution, primary screen (AID 1961) | U2OS GPR55 beta-arrestin-GFP redistribution imaging; higher % means a stronger effect | activation, % at 10 µM, or EC50 in µM where a hit was titrated | 290,000 compounds, 0.048% hits;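 active means activation above 40% with more than 50 cells counted in the well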;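 further: U2OS osteosarcoma cells stably expressing GPR55 and beta-arrestin-GFP; plate controls were DMSO negative control for no effect and LPI positive control for full effect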
# KOR beta-arrestin-2: kappa opioid receptor activators – cell-based, luminescence, uHTS, primary screen (AID 1777); KOR beta-arrestin recruitment, luminescence; higher % means a stronger effect; one-dose activation, % at 10 µM; EC50 in µM for titrated hits; 280,000 compounds, 0.02% hits; in the data active means activation above about 50%, passing the limit was not always enough; further: a part of the inactive calls stands beside numbers as strong as those of hits
# Yfh1-depleted yeast: mitochondrial function rescue without frataxin homolog – Friedreich's ataxia, plus single-dose screen, dose response (AID 1465). S. cerevisiae Yfh1-off respiration, WST-1 reduction, 72 h; higher fold induction means a stronger effect. fold induction at 50 µM, or EC50 in µM where a hit was titrated. 220,000 compounds, 0.074% hits;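 active means fold induction of absorbance versus untreated yeast above a set limit, then at least 30% activation at any dose in follow-up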;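 further: activators that raise dye reduction in frataxin-depleted yeast; strong numbers were not always called active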
# NTR1 ag: NTR1-driven beta-arrestin-GFP spot formation – imaging, U2OS cells, high content, primary screen (AID 493036); 330,000 compounds, 0.17% hits; activation, % at 20 µM; agonist mode;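 active means activation at or above 40% of the spot to cytoplasm intensity ratio, with at least 20 cells analyzed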;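 further: 0% = DMSO without peptide and 100% = 100 nM NTR1 peptide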
# Target sequence (P30989 whole entry, looked up): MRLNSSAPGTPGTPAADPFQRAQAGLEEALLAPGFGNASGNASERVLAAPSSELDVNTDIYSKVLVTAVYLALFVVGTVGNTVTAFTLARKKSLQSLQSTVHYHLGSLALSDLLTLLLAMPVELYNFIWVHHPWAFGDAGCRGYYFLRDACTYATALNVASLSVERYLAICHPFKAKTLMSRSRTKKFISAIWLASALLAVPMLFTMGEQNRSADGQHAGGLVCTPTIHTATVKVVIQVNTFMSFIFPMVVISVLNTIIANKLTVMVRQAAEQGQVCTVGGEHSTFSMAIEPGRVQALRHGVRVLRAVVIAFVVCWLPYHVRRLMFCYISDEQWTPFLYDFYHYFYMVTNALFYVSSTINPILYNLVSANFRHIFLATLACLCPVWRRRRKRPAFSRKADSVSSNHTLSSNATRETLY
# CSM14.1 death rescue: protection against thapsigargin-triggered cell killing – 384-well, CSM14.1, ATP luminescence, primary screen (AID 1222) | cellular ATP content (survival), % at 20 µM, or EC50 in µM where a hit was titrated | 190,000 tested, under 10 active | CSM14.1 thapsigargin-induced death rescue, ATP luminescence; higher % means a stronger effect;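 active means EC50 below 50 µM in the dose-response confirmation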;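 further: death triggered by thapsigargin at about 15 µM added after 2 h compound pretreatment; cell ATP read after overnight thapsigargin exposure of roughly 18 to 22 hours; normalized against plate controls of thapsigargin alone and 5% DMSO vehicle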
# TNAP activators: human TNAP enzyme activators, primary screen, biochemical, luminescent, no phosphate acceptor, uHTS (AID 1001); one-dose activation fold at 20 µM; EC50 in µM for titrated hits; purified TNAP, luminescent activation assay, no phosphate acceptor; higher activation fold means a stronger effect; 200,000 compounds, 0.03% hits; in the data active means activation fold from about 3, or a potency from the dose series; inactive means the rest, 99 in 100 with activation fold below about 1.6; further: many of its hits are not listed in these tables
# NTR1 ag cell count 20 µM: second read-out of NTR1 ag, no call of its own (marks repeat the call); cell count; measured here: cell count, cytotoxicity flag
# The depositor's hits bear a star; i = inactive; · = no result given; [ ] = remark or other dose. Unless noted, no stated cut-off is given here; in the data, active means inhibition above about 50%; inactive means the rest. These rows are one share of the data, so the mix of outcomes need not match the whole.
# Screens by letter: A = KOR beta-arrestin-1; B = HEK293 NOD2/NF-kB; C = NOD1 NF-kB reporter; D = GPR55 activation; E = KOR beta-arrestin-2; F = Yfh1-depleted yeast; G = NTR1 ag; H = NTR1 ag cell count 20 µM; I = CSM14.1 death rescue; J = TNAP activators
O=C(CSc1nc2ccccc2c(=O)n1Cc1ccc(Cl)cc1)NCc1cccs1
  A: -14%; B: 4%; C: -21%; D: -0.2%; E: 40%; F: i; G: 4.9; H: 85; I: 0.7%; J: 1.1

Cc1ccc(-n2cc3c(=O)n(C)c(=O)n(C)c3c2)cc1C
  A: -32%; B: -22%; C: -48%; D: 1.3%; E: 11%; F: i; G: -0.5; H: 41; I: 0.5%; J: 1

COc1ccc(C2=NN(C(=O)CN3CCCC3)C(c3ccc(OC)cc3)C2)cc1 (stereo not drawn)
  A: 7%; B: 23%; C: 5%; D: -0.1%; E: -4.0%; F: i; G: 3.1; H: 38; I: ·; J: ·

COc1ccc(CNC(=O)C2COc3ccccc3O2)c(OC)c1 (stereo not drawn)
  A: -8%; B: -6%; C: -8%; D: -0.1%; E: -2.9%; F: ·; G: 0.3; H: 47; I: -0.3%; J: 1.1

COc1ccc(CN2CCNC(=O)C2CC(=O)N(C)CC2CCOCC2)cc1OC (stereo not drawn)
  A: 16%; B: 1%; C: -8%; D: 0.3%; E: 8.3%; F: ·; G: 1.4; H: 51; I: ·; J: ·

Cc1ccc(/C=C2/SC(=Nc3ccc(F)cc3)NC2=O)s1
  A: -12%; B: 0%; C: -9%; D: 0.0%; E: -0.8%; F: ·; G: -0.7; H: 98; I: ·; J: ·

CCCCOc1ccc(/C(O)=C2/C(=O)C(=O)N(CCCOC)C2c2ccncc2)cc1 (stereo not drawn)
  A: -1%; B: 13%; C: ·; D: -0.2%; E: 3.9%; F: i; G: -0.1; H: 48; I: -3.5%; J: 1

C/C=C/C(=O)N1c2ccccc2C(C)=CC1(C)C
  A: 6%; B: 11%; C: -43%; D: 0.5%; E: -2.4%; F: i; G: 0.0; H: 45; I: 0.0%; J: 1.1

Cn1c(S(=O)(=O)c2ccc([N+](=O)[O-])cc2)nc(Br)c1Br
  A: 20%; B: -6%; C: -6%; D: -0.1%; E: 0.7%; F: i; G: 3.4; H: 54; I: ·; J: ·

COc1cccc(-c2nnc(Nc3nc4c(F)cccc4s3)o2)c1
  A: -36%; B: 4%; C: 16%; D: 0.3%; E: 8.2%; F: i; G: 1.0; H: 56; I: -3.2%; J: 1.7

O=C(CCCn1c(=O)[nH]c2ccccc2c1=O)Nc1ccc(F)cc1
  A: 1%; B: 9%; C: -2%; D: 0.2%; E: -5.0%; F: i; G: 1.1; H: 64; I: 0.1%; J: 1.1

CCOc1ccc(NC(=O)C/C(C)=N/NC(=O)c2cnccn2)cc1
  A: -5%; B: 9%; C: -18%; D: -0.2%; E: 7.4%; F: ·; G: 0.3; H: 52; I: ·; J: ·

CC(=O)N1c2ccc(S(=O)(=O)N3CCCC3C(=O)NCc3ccccc3Cl)cc2CC1C (stereo not drawn)
  A: 27%[20 µM]; B: 13%; C: -4%; D: -0.3%; E: -7.8%; F: ·; G: 2.8; H: 43; I: ·; J: ·

O=C(CSC(=S)N1CCCCC1)Nc1ncc2c(n1)CC(c1ccco1)CC2=O (stereo not drawn)
  A: -3%; B: -7%; C: 10%; D: -0.1%; E: 5.5%; F: i; G: -0.6; H: 50; I: ·; J: ·

COc1ccc(OC)c(CCNC(=O)c2ccc3c(c2)N(Cc2ccccc2)CCS3)c1
  A: 12%; B: 19%; C: 17%; D: -0.2%; E: -3.0%; F: ·; G: 1.1; H: 61; I: ·; J: ·

c1cncc(-c2cccnc2)c1
  A: -26%; B: -2%; C: 1%; D: 0.0%; E: 3.3%; F: i; G: -0.7; H: 74; I: 4.4%; J: 1

COc1ccc(CNC(=O)CN(C(=O)c2csnn2)c2cccc3ccccc23)cc1
  A: -55%; B: 2%; C: -14%; D: 0.2%; E: -0.9%; F: ·; G: 5.2; H: 53; I: ·; J: ·

CCCOc1ccc(C2c3c(oc4cc(C)c(C)cc4c3=O)C(=O)N2CCCN(C)C)cc1 (stereo not drawn)
  A: 25%; B: 8%; C: -19%; D: -0.1%; E: -2.2%; F: i; G: -0.9; H: 56; I: ·; J: 1

CCOc1ccc(N2C(=O)S/C(=C\c3cc(OC)c(OC)c(OC)c3)C2=O)cc1
  A: -5%; B: 9%; C: -16%; D: 0.3%; E: 0.0%; F: i; G: 16; H: 52; I: ·; J: ·

Cc1ccc(NC(=O)N2CCCc3ccccc32)cc1C
  A: -8%; B: -23%; C: -49%; D: -0.1%; E: 5.6%; F: ·; G: 0.1; H: 89; I: ·; J: ·

CCOC(=O)N1CCN(C(=O)c2cccc(NS(=O)(=O)c3ccc(F)c(F)c3)c2)CC1
  A: 1%; B: 17%; C: -3%; D: -0.3%; E: 7.8%; F: i; G: -1.3; H: 51; I: 2.6%; J: 1.1

Cc1ccc(S(=O)(=O)N(CCC(=O)O)Cc2ccc(Cl)cc2)cc1
  A: -1%; B: 8%; C: -19%; D: -0.2%; E: -0.3%; F: i; G: -0.7; H: 48; I: -3.1%; J: 1.1

COc1ccccc1CNC(=O)CSc1ccc(-c2ccccn2)nn1
  A: -29%; B: 13%; C: -2%; D: 0.2%; E: -0.6%; F: i; G: 0.6; H: 56; I: -2.0%; J: 1.1

O=C1C(Cl)=C(N2CCCCCC2)C(=O)N1c1ccccc1Cl
  A: 11%; B: 10%; C: -5%; D: -0.1%; E: -6.1%; F: ·; G: 3.1; H: 66; I: ·; J: ·

COc1ccc(OC)c(S(=O)(=O)N2CCCC(C(=O)N3CCCC3)C2)c1 (stereo not drawn)
  A: -13%; B: -6%; C: -32%; D: -0.1%; E: 0.5%; F: ·; G: -0.9; H: 54; I: ·; J: ·

Nc1ncnc2c1ncn2CCN1CCOCC1
  A: ·; B: -5%; C: -18%; D: -0.1%; E: ·; F: i; G: -1.2; H: 39; I: 1.1%; J: 1

O=C(COc1ccccc1)Nc1nnc(-c2ccc(F)cc2)o1
  A: -11%; B: 46%; C: 40%; D: -0.1%; E: 8.1%; F: ·; G: 0.0; H: 68; I: ·; J: ·

O=C(O)CN1C(=O)C2C3CC(C2C1=O)C1C(c2ccc(F)cc2)c2sc(=O)[nH]c2SC31 (stereo not drawn)
  A: 0%; B: 4%; C: -17%; D: -0.4%; E: -1.5%; F: ·; G: -1.4; H: 73; I: -1.1%; J: 1.1

O=C(NCc1cccnc1)NC(C(F)(F)F)C(F)(F)F
  A: 30%; B: 6%; C: -6%; D: -0.2%; E: 10%; F: i; G: -0.6; H: 61; I: 0.4%; J: 1

O=C(O)/C=C\c1cn(-c2ccccc2)nc1-c1cc2ccccc2o1
  A: -87%[20 µM]; B: -14%; C: -23%; D: -0.1%; E: 0.2%; F: i; G: 1.0; H: 36; I: -1.0%; J: 1

# Arranged by value in HEK293 NOD2/NF-kB (low to high): some entries from above
SMILES	HEK293 NOD2/NF-kB
O=C1C(Cl)=C(N2CCCCCC2)C(=O)N1c1ccccc1Cl	10%
COc1ccccc1CNC(=O)CSc1ccc(-c2ccccn2)nn1	13%
O=C(COc1ccccc1)Nc1nnc(-c2ccc(F)cc2)o1	46%

# Next records.
# Screens by letter: A = KOR beta-arrestin-1; B = HEK293 NOD2/NF-kB; C = NOD1 NF-kB reporter; D = GPR55 activation; E = KOR beta-arrestin-2; F = Yfh1-depleted yeast; G = NTR1 ag; H = NTR1 ag cell count 20 µM; I = CSM14.1 death rescue; J = TNAP activators
O=C1S/C(=C\c2ccccn2)C(=O)N1Cc1ccccc1F
  A: -19%; B: 5%; C: -26%; D: 0.9%; E: 0.0%; F: i; G: 8.9; H: 50; I: -1.2%; J: 1.1

O=C(CSc1ccccn1)Nc1cccc(NC(=O)CSc2ccccn2)n1
  A: -31%; B: 4%; C: -13%; D: 0.0%; E: -5.0%; F: i; G: -1.0; H: 42; I: -4.0%; J: 1.1

O=C(CCc1ccc(S(=O)(=O)NCc2ccccc2)cc1)NCc1ccc2c(c1)OCO2
  A: -8%; B: -38%; C: -6%; D: 0.0%; E: -2.6%; F: i; G: 1.0; H: 71; I: -1.7%; J: 1.1

COc1ccc(C(=O)CNc2ccccc2Br)cc1
  A: -10%; B: -47%; C: -12%; D: 0.0%; E: 0.9%; F: ·; G: -0.3; H: 107; I: ·; J: ·

O=C1CN(C(=S)Nc2ccc(OC(F)F)cc2)CCN1
  A: 5%; B: 1%; C: -37%; D: -0.4%; E: 0.7%; F: i; G: -0.1; H: 52; I: -0.7%; J: 1

Cc1ccc(CN(C)CCc2ccccn2)cc1
  A: 42%; B: 8%; C: -13%; D: 0.6%; E: 1.2%; F: i; G: -0.3; H: 78; I: -1.6%; J: 1.1

COc1ccc(-c2cc(C(=O)NCCN3CCOCC3)c3ccccc3n2)cc1
  A: 19%; B: -10%; C: -28%; D: -0.2%; E: -1.0%; F: i; G: -0.9; H: 60; I: -2.1%; J: 1

CSc1cccc(NC(=O)CN(C)S(=O)(=O)c2ccc(F)cc2)c1
  A: -5%; B: 14%; C: -26%; D: -0.1%; E: -1.4%; F: i; G: -0.2; H: 43; I: -2.0%; J: 1

CCOc1cc(NC(=O)C2CC2)c(OCC)cc1NC(=O)c1ccccn1
  A: 23%; B: 16%; C: -24%; D: -0.2%; E: -4.4%; F: i; G: 3.3; H: 68; I: -1.2%; J: 1

CCN1C(=O)C2(SC(NC(C)=O)=NN2C(C)=O)c2cc(C)ccc21 (stereo not drawn)
  A: -7%; B: 10%; C: 9%; D: 0.2%; E: 2.5%; F: i; G: -1.0; H: 47; I: 2.4%; J: 1.1

CCCn1nc(C(=O)NCCN2CCOCC2)c2ccccc2c1=O
  A: -4%; B: 8%; C: 7%; D: -0.1%; E: -0.5%; F: i; G: -1.5; H: 82; I: -4.4%; J: 1.1

COc1cccc(N/C(SCc2cccc([N+](=O)[O-])c2)=C(/C#N)C(=O)NCc2cccs2)c1
  A: 23%; B: 6%; C: -43%; D: 0.4%; E: 0.9%; F: i; G: ·; H: ·; I: 0.9%; J: 1

COC(=O)c1ccc(C(=O)Nc2ccc3nc(-c4ccncc4)[nH]c3c2)cc1
  A: 47%; B: 3%; C: 0%; D: 0.0%; E: 21%; F: ·; G: -0.3; H: 86; I: ·; J: ·

COc1cc(N)cc(NC(=O)c2ccncc2)c1
  A: 14%; B: 9%; C: 12%; D: 0.3%; E: -1.0%; F: i; G: 0.4; H: 48; I: -0.7%; J: 1.1

O=S(=O)(c1cccc2nsnc12)N1CCNCC1
  A: -18%; B: 18%; C: -19%; D: -0.2%; E: 1.2%; F: ·; G: -1.8; H: 50; I: ·; J: ·

CC(C)n1cc(C(=O)c2ccccc2O)cc(C#N)c1=O
  A: -5%; B: 19%; C: -4%; D: -0.4%; E: -4.9%; F: i; G: -1.2; H: 53; I: 3.1%; J: 1.1

CC(C)c1ccc(NC(=O)CNC(=O)Cn2cnc3ccccc3c2=O)cc1
  A: 2%; B: 6%; C: -24%; D: -0.3%; E: -1.9%; F: i; G: 3.5; H: 66; I: -0.2%; J: 1
